Screens: PubChem, Sanford-Burnham Center for Chemical Genomics
CHOP UPR activ = activators of apoptotic arm of unfolded protein response (CHOP); CHO-CHOP luciferase reporter, UPR activation, luminescence; percent of tunicamycin response over DMSO baseline; 0.34% of 330,000 active; AID 449763; activation, % at 10 µM;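 active = at 10 µM dose, activation of 40% or more, normalized to positive control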;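 note: 100% = tunicamycin at 10 µg/mL and 0% = DMSO alone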
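Assay system: CHO cells with stable CHOP pathway luciferase reporter; Buffer or medium: F12 plus 10% serum; Times: 16-18 h cell attachment, then 6 h compound exposure, 37 °C; Signal: luciferase luminescence; Read-out basis: percent activation relative to tunicamycin control; Control set: tunicamycin high control, DMSO low control.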
XBP1 UPR activ = adaptive UPR (XBP1) activation; CHO-XBP1 luciferase reporter, IRE1-XBP1 UPR activation, luminescence; percent of tunicamycin response, DMSO as zero; activation, % at 20 µM; 0.33% of 330,000 active;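 active = versus positive control, 20 µM dose yields 30% or more activation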;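 note: 100% = tunicamycin at 10 µg/mL and 0% = DMSO only wells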
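Assay system: IRE1-XBP1 luciferase reporter CHO line. Input: 1000 cells/well. Buffer or medium: F12 with 10% serum. Doses: 20 µM, 1% DMSO. Times: overnight seeding at 37 °C, 6 h compound treatment at 37 °C. Technique: Steady-Glo luciferase glow luminescence, 10 min after reagent addition.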
tim23-1 inh = inhibits growth of tim23-1 mutant yeast; S. cerevisiae tim23-1 growth, BacTiter-Glo luminescence, 24 h; inhibition, % at 20 µM; 1.3% of 330,000 active; AID 463212;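 active = growth inhibition of the mutant yeast at or above 50%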;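 note: temperature-sensitive mutant grown at 25 °C; plate controls were DMSO-treated mutant yeast for no effect and medium wells lacking yeast for full effect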
NALP3 yeast inh = blocks the NALP3 inflammasome reconstituted in yeast. inhibition, % at 10 µM. Yeast reconstituted NLRP3/ASC/caspase-1, beta-gal luminescence, 24 h. 0.39% of 330,000 active;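 active = inhibition of 50% or more; inactive = inhibition below 50%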;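 note: plate controls were induced DMSO wells for no effect and uninduced yeast grown without galactose for full effect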
Mdm2 MdmX PPI = disrupts the human Mdm2-MdmX interaction; O15151+Q00987; SaOS-2 split-luciferase Mdm2/MdmX complementation, luminescence; inhibition, % at 8 µM; 3% of 330,000 active; AID 485346;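 active = inhibition of at least 50% at 8 µM in the primary screen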
Target sequence (O15151 whole entry, looked up): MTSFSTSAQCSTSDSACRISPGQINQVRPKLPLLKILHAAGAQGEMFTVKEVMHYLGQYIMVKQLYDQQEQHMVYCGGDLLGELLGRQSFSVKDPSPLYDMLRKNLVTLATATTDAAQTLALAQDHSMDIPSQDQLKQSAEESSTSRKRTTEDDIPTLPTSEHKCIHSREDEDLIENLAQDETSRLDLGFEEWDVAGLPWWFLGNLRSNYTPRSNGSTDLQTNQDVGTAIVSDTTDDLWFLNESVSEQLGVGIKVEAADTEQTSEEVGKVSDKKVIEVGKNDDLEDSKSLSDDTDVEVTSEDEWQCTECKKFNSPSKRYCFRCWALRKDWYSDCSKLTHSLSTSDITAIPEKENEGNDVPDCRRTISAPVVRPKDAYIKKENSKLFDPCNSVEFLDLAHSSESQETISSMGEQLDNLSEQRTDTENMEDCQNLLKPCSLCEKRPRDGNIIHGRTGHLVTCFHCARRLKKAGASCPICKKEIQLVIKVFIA
Target sequence (Q00987 whole entry, looked up): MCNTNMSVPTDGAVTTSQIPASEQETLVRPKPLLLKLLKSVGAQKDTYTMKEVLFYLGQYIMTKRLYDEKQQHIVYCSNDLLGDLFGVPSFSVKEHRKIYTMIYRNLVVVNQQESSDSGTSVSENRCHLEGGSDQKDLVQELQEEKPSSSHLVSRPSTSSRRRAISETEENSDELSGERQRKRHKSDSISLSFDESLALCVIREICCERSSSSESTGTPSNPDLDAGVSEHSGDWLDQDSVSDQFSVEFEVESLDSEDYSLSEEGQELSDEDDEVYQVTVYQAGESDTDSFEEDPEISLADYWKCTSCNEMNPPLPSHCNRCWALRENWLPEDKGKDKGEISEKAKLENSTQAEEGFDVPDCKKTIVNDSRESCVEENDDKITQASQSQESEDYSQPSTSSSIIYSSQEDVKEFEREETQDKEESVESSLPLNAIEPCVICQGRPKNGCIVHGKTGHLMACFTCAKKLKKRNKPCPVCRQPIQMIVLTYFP
NR3A LBD binder = modulators (binders) of human NR3A ligand-binding domain; 2.5% of 340,000 active; Tm shift relative to glycine control, % at 25 µM; NR3A LBD differential scanning fluorimetry, Tm shift; 0% = protein alone, 100% = glycine-bound protein;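 active = melting temperature shift of at least 10% of the positive control shift, at one fixed dose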
APJ ag = activates the human apelin receptor APJ; CHO-K1 APJ PathHunter beta-arrestin, luminescence; 0% DMSO wells, 100% apelin; 0.11% of 330,000 active; P35414; AID 2520; activation, % at 20 µM;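 active = activation more than six SD over the plate average, tested at 20 µM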;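 note: 0% = DMSO alone and 100% = apelin-13 at 10 nM; some results filed as inactive read as strong as hits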
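Incubation: overnight seeding, 90 min compound at 25 °C, 1 h detection; test system: PathHunter CHO-K1 APJ (AGTRL-1) beta-arrestin reporter cells; amount: 1000 cells/well; doses: one dose, 20 µM compound, 1% DMSO; measured by: beta-gal luminescence; measure: agonist-driven arrestin binding to APJ; benchmarks: negative DMSO alone, positive Apelin-13 at 10 nM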
TIM10 inh = inhibits growth of TIM10 yeast strain | inhibition, % at 10 µM | AID 463195 | S. cerevisiae TIM10 strain growth, BacTiter-Glo luminescence, 24 h | 1.4% of 330,000 active;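 active = inhibition of 40% or more at the single tested concentration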;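 note: wild-type TIM10 isogenic control strain grown at permissive 25 °C; 0% = DMSO yeast wells and 100% = minimal medium wells without yeast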
tim10-1 inh = growth inhibitors of tim10-1 mutant yeast; S. cerevisiae tim10-1 ts strain growth, BacTiter-Glo, 24 h; inhibition, % at 20 µM; 2.2% of 330,000 active;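 active = inhibition of at least 40%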;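 note: mutant grown at 25 °C; 0% = DMSO wells with yeast and 100% = wells holding no yeast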
* = called active by the depositor.

CCOC(=O)c1cc(-c2ccccc2)n(CCC(=O)O)c1C was read as CHOP UPR activ 0.3, XBP1 UPR activ -2.7, tim23-1 inh -8.2, NALP3 yeast inh -2.2, Mdm2 MdmX PPI 17.5, NR3A LBD binder 1.4, APJ ag -6.0, TIM10 inh -11.0 and tim10-1 inh -31.1.
`CC(C)NC(=O)COc1ccc(OCc2ccccc2)cc1` gave CHOP UPR activ 1.3, XBP1 UPR activ 0.7, tim23-1 inh 15.3, NALP3 yeast inh -48.8, Mdm2 MdmX PPI -0.7, NR3A LBD binder -1.2, APJ ag -1.2, TIM10 inh 17.5 and tim10-1 inh 10.2.
For CC(C)n1c(=S)[nH]c2ccccc21 the results were CHOP UPR activ -0.1, XBP1 UPR activ 1.4, tim23-1 inh -10.0, NALP3 yeast inh 12.9, Mdm2 MdmX PPI 4.5, NR3A LBD binder 1.5, APJ ag -0.9, TIM10 inh -15.7 and tim10-1 inh 19.9.
For CNc1[nH]c(=O)[nH]c(=O)c1N=Nc1cc(Cl)ccc1Cl the results were CHOP UPR activ -0.6, XBP1 UPR activ 0.6, tim23-1 inh -11.4, NALP3 yeast inh 2.0, Mdm2 MdmX PPI -7.2, NR3A LBD binder 0.8, APJ ag -2.8, TIM10 inh -7.7 and tim10-1 inh 3.1.
Cc1ccc(NC(=O)Nc2ccc([N+](=O)[O-])cc2)nc1 was read as CHOP UPR activ 4.4, XBP1 UPR activ 1.0, tim23-1 inh -2.3, NALP3 yeast inh 5.6, Mdm2 MdmX PPI 30.8, NR3A LBD binder -3.0, APJ ag -2.6, TIM10 inh 11.1 and tim10-1 inh -8.4.
CCC1CN(C(=O)N2CCC(C(=O)NCc3ccccc3C)CC2)c2ccccc2O1 (stereo not given) was read as CHOP UPR activ 0.3, XBP1 UPR activ -3.8, tim23-1 inh -2.0, NALP3 yeast inh 1.4, Mdm2 MdmX PPI 19.5, NR3A LBD binder -6.6, APJ ag -3.2, TIM10 inh 3.2 and tim10-1 inh 7.7.
`CCn1c(SCc2ccc(C(=O)OC)o2)nc2sc3c(c2c1=O)CCCC3` gave CHOP UPR activ 0.7, XBP1 UPR activ 0.2, tim23-1 inh 17.2, NALP3 yeast inh -0.5, Mdm2 MdmX PPI 33.3, NR3A LBD binder -0.2, APJ ag -3.5, TIM10 inh 26.2 and tim10-1 inh 13.9.
For COc1cccc(C2c3c(-c4cc(Cl)c(C)cc4O)n[nH]c3C(=O)N2Cc2cccnc2)c1 (stereo not given) the results were CHOP UPR activ -2.1, XBP1 UPR activ -2.3, tim23-1 inh 6.8, NALP3 yeast inh -3.8, Mdm2 MdmX PPI 21.4, NR3A LBD binder -5.4, APJ ag -4.4, TIM10 inh -5.4 and tim10-1 inh 11.2.
Screening CCN1/C(=C/c2cccc[n+]2C)Sc2ccc(OC)cc21 returned CHOP UPR activ 0.2, XBP1 UPR activ -1.1, tim23-1 inh 1.7, NALP3 yeast inh 5.7, Mdm2 MdmX PPI 74.1*, NR3A LBD binder 0.5, APJ ag -3.6, TIM10 inh 0.2 and tim10-1 inh 13.0.
`Cc1ccccc1-c1nn(-c2ccccc2)cc1C(=O)NCC(c1ccco1)N1CCCC1` (stereo not given) gave CHOP UPR activ 0.2, XBP1 UPR activ -2.7, tim23-1 inh 28.0, NALP3 yeast inh 23.8, Mdm2 MdmX PPI -21.9, NR3A LBD binder -0.2, APJ ag -4.0, TIM10 inh 17.2 and tim10-1 inh 17.4.
Screening Cc1nc2ccc(NS(=O)(=O)c3cccc([N+](=O)[O-])c3)cc2s1 returned CHOP UPR activ -1.7, XBP1 UPR activ -3.6, tim23-1 inh 9.7, NALP3 yeast inh -4.8, Mdm2 MdmX PPI 10.3, NR3A LBD binder -1.0, APJ ag 0.1, TIM10 inh 4.6 and tim10-1 inh 12.6.
Screening CC(=O)Nc1ccc(SC[C@H](c2ccccc2)N2CCN(CCc3ccccc3)CCC2=O)cc1 returned CHOP UPR activ 1.6, XBP1 UPR activ 4.3, tim23-1 inh 8.0, NALP3 yeast inh 7.1, Mdm2 MdmX PPI -5.2, APJ ag -4.0, TIM10 inh 6.0 and tim10-1 inh 12.9.
For CC(C)C[C@H](NC(=O)c1nc[nH]c1C(=O)N[C@@H](CC(C)C)C(=O)OC(C)(C)C)C(=O)OC(C)(C)C the results were CHOP UPR activ 7.2, XBP1 UPR activ 44.9*, tim23-1 inh 19.4, NALP3 yeast inh 0.8, Mdm2 MdmX PPI 80.1*, NR3A LBD binder -8.4, APJ ag 3.0, TIM10 inh 16.6 and tim10-1 inh 10.3.
`O=C(Nc1nccs1)C(c1ccccc1)N1CCCCC1` (stereo not given) gave CHOP UPR activ -0.9, XBP1 UPR activ 2.0, tim23-1 inh 7.6, NALP3 yeast inh 9.4, Mdm2 MdmX PPI 7.3, NR3A LBD binder 0.5, APJ ag 0.9, TIM10 inh -18.6 and tim10-1 inh 1.5.
`Fc1cccc(CSc2nc3ncccc3[nH]2)c1` gave CHOP UPR activ 1.5, XBP1 UPR activ -2.9, tim23-1 inh 8.8, NALP3 yeast inh 0.1, Mdm2 MdmX PPI -20.2, NR3A LBD binder -0.2, APJ ag -3.0, TIM10 inh 7.2 and tim10-1 inh -9.3.
Screening C=CCSC(=S)Nc1c(C)n(C)n(-c2ccccc2)c1=O returned CHOP UPR activ -1.5, XBP1 UPR activ -4.6, tim23-1 inh 19.8, NALP3 yeast inh 12.1, Mdm2 MdmX PPI -11.9, NR3A LBD binder -0.3, APJ ag -1.6, TIM10 inh 23.1 and tim10-1 inh 13.6.
O=C(/C=C/Nc1ccc(Br)cn1)c1cccc(OC(F)F)c1 was read as CHOP UPR activ 9.7, XBP1 UPR activ 4.1, tim23-1 inh 23.0, NALP3 yeast inh 14.5, Mdm2 MdmX PPI -68.2, NR3A LBD binder 14.1*, APJ ag -2.1, TIM10 inh 10.5 and tim10-1 inh 16.8.
For Cc1[nH]c2ccccc2c1C(=O)C(=O)NCCc1c[nH]c2ccccc12 the results were CHOP UPR activ -1.7, XBP1 UPR activ -4.4, tim23-1 inh 1.2, NALP3 yeast inh 16.3, Mdm2 MdmX PPI 1.6, NR3A LBD binder -0.1, APJ ag 7.0, TIM10 inh 4.7 and tim10-1 inh 2.0.
For COc1ccc(OC)c(CNC(=O)CCn2c(=O)c3cccn3c3ccc(F)cc32)c1 the results were CHOP UPR activ 1.1, XBP1 UPR activ -0.8, tim23-1 inh 19.0, NALP3 yeast inh 14.2, Mdm2 MdmX PPI 2.2, NR3A LBD binder -2.6, APJ ag -0.8, TIM10 inh 7.9 and tim10-1 inh 21.3.
For Cc1ccc(-n2c3c(cc(C(=O)NCc4ccco4)c2=O)C(=O)CCC3)cc1 the results were CHOP UPR activ 0.4, XBP1 UPR activ -1.2, tim23-1 inh 12.2, NALP3 yeast inh 15.7, Mdm2 MdmX PPI 12.0, NR3A LBD binder -0.3, APJ ag -1.3, TIM10 inh 14.2 and tim10-1 inh 5.5.
C=CCN(CC=C)C(=O)C1CCC(C(=O)N(CC=C)CC=C)CC1 (stereo not given) was read as CHOP UPR activ -1.2, XBP1 UPR activ -2.4, tim23-1 inh 5.1, NALP3 yeast inh 15.7, Mdm2 MdmX PPI -0.1, NR3A LBD binder -0.8, APJ ag 1.7, TIM10 inh -1.8 and tim10-1 inh 15.5.
For O=C1C=C(NC2CC2)C2(CCCCC2)O1 the results were CHOP UPR activ -2.6, XBP1 UPR activ -0.8, tim23-1 inh 7.9, NALP3 yeast inh 3.7, Mdm2 MdmX PPI 24.5, NR3A LBD binder 0.7, APJ ag -4.5, TIM10 inh 0.1 and tim10-1 inh -0.6.
Screening O=C1C=C(c2ccc(Cl)cc2)C(=O)N1Nc1ccccc1 returned CHOP UPR activ -12.2, XBP1 UPR activ -10.2, tim23-1 inh -98.0, NALP3 yeast inh 74.6*, Mdm2 MdmX PPI 36.4, NR3A LBD binder 1.3, APJ ag 9.7, TIM10 inh -10.4 and tim10-1 inh -128.8.
For O=C(O)CSc1nnc(Cc2cccc3ccccc23)n1-c1cc(C(F)(F)F)cc(C(F)(F)F)c1 the results were CHOP UPR activ -1.4, XBP1 UPR activ -0.6, tim23-1 inh 14.5, NALP3 yeast inh -6.8, Mdm2 MdmX PPI 12.2, NR3A LBD binder -0.4, APJ ag -2.0, TIM10 inh 4.3 and tim10-1 inh -3.9.
`COc1c(O)cccc1[C@@H](O)C1CCN(CCc2ccc(F)cc2)CC1` gave CHOP UPR activ 0.0, XBP1 UPR activ 0.8, tim23-1 inh -15.3, NALP3 yeast inh 13.0, Mdm2 MdmX PPI 5.8, NR3A LBD binder -2.5, APJ ag -1.9, TIM10 inh -1.7 and tim10-1 inh -26.6.
For N#CC1(NC(=O)COC(=O)/C=C/c2ccc3ccccc3n2)CCCCC1 the results were CHOP UPR activ -0.3, XBP1 UPR activ -1.5, tim23-1 inh 5.9, NALP3 yeast inh 7.7, Mdm2 MdmX PPI 19.2, NR3A LBD binder -2.0, APJ ag 9.0, TIM10 inh 10.8 and tim10-1 inh 13.6.
Screening O=Cc1cn(CC(=O)Nc2ccc3c(c2)OCO3)c2ccccc12 returned CHOP UPR activ -2.8, XBP1 UPR activ -2.8, tim23-1 inh 3.7, NALP3 yeast inh 8.5, Mdm2 MdmX PPI 13.7, NR3A LBD binder -0.7, APJ ag -0.1, TIM10 inh 3.2 and tim10-1 inh -2.0.
For CCOC(=O)C1=C(C)NC(=S)NC1c1ccc(-c2ccc(Cl)cc2)o1 (stereo not given) the results were CHOP UPR activ 0.9, XBP1 UPR activ -0.8, tim23-1 inh 28.9, NALP3 yeast inh 7.4, Mdm2 MdmX PPI 28.2, NR3A LBD binder -22.1, APJ ag -3.4, TIM10 inh 44.4* and tim10-1 inh 29.0.
`O=C(CSc1nnnn1-c1ccc(O)cc1)N1N=C(c2ccc3ccccc3c2)CC1c1ccccc1` (stereo not given) gave CHOP UPR activ 3.6, XBP1 UPR activ 3.1, tim23-1 inh -0.7, NALP3 yeast inh 11.3, Mdm2 MdmX PPI 36.4, APJ ag -1.0, TIM10 inh 24.0 and tim10-1 inh 27.3.

2 neighbouring records out of the list so far, for reference:
C=CCN(CC=C)C(=O)C1CCC(C(=O)N(CC=C)CC=C)CC1 (stereo not given) was read as CHOP UPR activ -1.2, XBP1 UPR activ -2.4, tim23-1 inh 5.1, NALP3 yeast inh 15.7, Mdm2 MdmX PPI -0.1, NR3A LBD binder -0.8, APJ ag 1.7, TIM10 inh -1.8 and tim10-1 inh 15.5.
For O=C1C=C(NC2CC2)C2(CCCCC2)O1 the results were CHOP UPR activ -2.6, XBP1 UPR activ -0.8, tim23-1 inh 7.9, NALP3 yeast inh 3.7, Mdm2 MdmX PPI 24.5, NR3A LBD binder 0.7, APJ ag -4.5, TIM10 inh 0.1 and tim10-1 inh -0.6.
